Assay outcomes (PubChem BioAssay)
M4 PAM = human M4 muscarinic receptor positive allosteric modulators, primary screen, CHO-K1 cells, Fluo-8 calcium fluorescence. actives 0.4% (n = 360,000). Muscarinic acetylcholine receptor M4 (Homo sapiens), P08173. CHO-K1 hM4/Gqi5, ACh EC20; 0% = ACh EC20, 100% = maximal ACh. activation, % at 3 µM;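 active means activation above its plate's cutoff, the mean activation of sample wells plus 3 SD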; further: some results filed as inactive read as strong as hits
CHRM5 antagonist = human M5 muscarinic receptor antagonists, primary screen, CHO cells, Fluo-8 calcium fluorescence. Muscarinic acetylcholine receptor M5 (Homo sapiens), P08912. CHO-hM5 cells, ACh EC80. inhibition, % at 3 µM. actives 0.59% (n = 360,000). AID 624040, 2012;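 active means inhibition above a per-plate cutoff, the mean of that plate's test compounds plus 3 SD, cut at about 27% in these data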;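 further: 0% = acetylcholine EC80 with DMSO and 100% = DMSO without agonist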
Target sequence (P08912 whole entry, looked up): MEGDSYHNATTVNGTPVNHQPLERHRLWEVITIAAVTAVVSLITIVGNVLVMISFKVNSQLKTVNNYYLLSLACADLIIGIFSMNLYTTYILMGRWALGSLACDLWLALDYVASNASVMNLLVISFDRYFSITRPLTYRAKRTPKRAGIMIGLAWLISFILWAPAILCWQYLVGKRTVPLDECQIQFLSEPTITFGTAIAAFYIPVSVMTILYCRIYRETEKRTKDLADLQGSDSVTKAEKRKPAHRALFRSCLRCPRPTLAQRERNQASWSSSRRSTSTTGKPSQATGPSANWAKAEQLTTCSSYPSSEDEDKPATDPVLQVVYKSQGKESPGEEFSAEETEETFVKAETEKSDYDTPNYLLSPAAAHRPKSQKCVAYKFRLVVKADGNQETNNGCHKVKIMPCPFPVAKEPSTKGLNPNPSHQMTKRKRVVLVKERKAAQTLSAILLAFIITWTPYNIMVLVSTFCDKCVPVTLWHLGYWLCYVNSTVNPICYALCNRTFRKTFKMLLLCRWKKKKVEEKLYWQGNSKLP
CHRM4 agonist = human M4 muscarinic receptor agonists, primary screen, CHO-K1 cells, Fluo-8 calcium fluorescence. Muscarinic acetylcholine receptor M4 (Homo sapiens), P08173. AID 624127, 2012. CHO-K1 hM4/Gqi5; vehicle 0%, full acetylcholine response 100%. actives 0.14% (n = 360,000). activation, % at 3 µM;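 active means activation above the run mean over all test wells plus 3 SD, cut at about 32% in these data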;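 further: peak over basal fluorescence ratio per well then scaled between controls; 0% = DMSO wells and 100% = acetylcholine at EC100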
M1 PAM = human M1 muscarinic receptor positive allosteric modulators, primary screen, CHO-K1 cells, Fluo-8 calcium fluorescence, 1536-well; activation, % at 3 µM; CHO-K1 hM1, ACh EC20; 0% = ACh EC20, 100% = maximal ACh; actives 0.088% (n = 360,000); Muscarinic acetylcholine receptor M1 (Homo sapiens), P11229; AID 588819, 2011; in the data active means activation above about 19%, passing the limit was not always enough
Target sequence (P11229 whole entry, looked up): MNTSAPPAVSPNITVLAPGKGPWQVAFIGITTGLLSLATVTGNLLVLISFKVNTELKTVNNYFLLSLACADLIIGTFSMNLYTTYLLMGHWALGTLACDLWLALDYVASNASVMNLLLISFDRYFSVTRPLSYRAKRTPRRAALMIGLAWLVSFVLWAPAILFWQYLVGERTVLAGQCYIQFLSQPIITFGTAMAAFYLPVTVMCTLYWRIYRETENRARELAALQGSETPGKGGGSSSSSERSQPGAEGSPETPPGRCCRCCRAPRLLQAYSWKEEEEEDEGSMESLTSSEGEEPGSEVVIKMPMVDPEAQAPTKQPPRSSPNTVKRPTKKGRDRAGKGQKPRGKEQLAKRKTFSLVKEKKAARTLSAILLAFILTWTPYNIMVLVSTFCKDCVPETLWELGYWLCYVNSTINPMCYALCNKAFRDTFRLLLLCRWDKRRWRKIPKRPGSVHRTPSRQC
CHRM4 antagonist = human M4 muscarinic receptor antagonists, primary screen, CHO cells, Fluo-8 calcium fluorescence. Muscarinic acetylcholine receptor M4 (Homo sapiens), P08173. CHO-hM4 cells, ACh EC80. actives 0.73% (n = 360,000). inhibition, % at 3 µM. AID 624125, 2012;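 active means inhibition above its plate's cutoff, the mean inhibition of sample wells plus 3 SD, cut at about 27% in these data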;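 further: 0% = acetylcholine EC80 with DMSO and 100% = DMSO without agonist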
M1 antag = human M1 muscarinic receptor antagonists, primary screen, CHO-K1 cells, Fluo-8 calcium fluorescence, 1536-well; Muscarinic acetylcholine receptor M1 (Homo sapiens), P11229; CHO-K1 hM1, ACh EC80 antagonist; inhibition, % at 3 µM; AID 588852, 2011; actives 1.3% (n = 360,000);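 active means percent inhibition above its own plate's cutoff, namely the mean of that plate's compound wells plus 3 SD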;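 further: peak over basal fluorescence ratio during 140 s after agonist addition; 0% = ACh EC80 plus DMSO and 100% = DMSO alone without agonist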
M5 ag = human M5 muscarinic receptor agonists, primary screen, CHO-K1 cells, Fluo-8 calcium fluorescence; Muscarinic acetylcholine receptor M5 (Homo sapiens), P08912; CHO-K1 hM5 cells; 0% DMSO wells, 100% maximal acetylcholine response; activation, % at 3 µM; actives 0.19% (n = 360,000); AID 624037, 2012;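 active means activation above the run's mean over test compounds plus 3 SD, cut at about 23% in these data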;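 further: signal is peak over basal fluorescence ratio across the kinetic read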
CHRM5 PAM = human M5 muscarinic receptor positive allosteric modulators, primary screen, CHO-K1 cells, Fluo-8 calcium fluorescence | Muscarinic acetylcholine receptor M5 (Homo sapiens), P08912 | CHO-K1 hM5, ACh EC20 PAM; 0% = ACh EC20, 100% = ACh EC100 | activation, % at 3 µM | actives 0.3% (n = 360,000);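 active means activation above the run cutoff, the mean activation of all test compounds plus 3 SD, cut at about 18% in these data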
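Measured by: Fluo-8 calcium fluorescence; material: human M5 receptor in CHO-K1 cells; schedule: Post-acetylcholine fluorescence recording 140 s; benchmarks: low control EC20 acetylcholine (0%), high control EC100 acetylcholine (100%); read-out: Max/basal fluorescence ratio as % of EC20–EC100 ACh window; compound: single dose, 3 µM nominal final test concentration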
CRFBP-R2 agonist = agonists of CRF-BP/CRF-R2 complex, primary screen, cell-based, HEK293, calcium dye fluorescence, uHTS; calcium dye fluorescence (FLIPR); percent of saturating CRF peptide response; activation, % at 13.2 µM; CRF-binding protein / CRF receptor 2 complex (human); AID 588473, 2011; actives 0.46% (n = 350,000);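 active means activation of at least 50%, plus an integration ratio under a set limit after plate pattern correction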;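 further: plate controls were neutral control wells without compound for no effect and CRF at EC100 for full effect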
* marks the source's active call; other numbers are inactive results; nt = not tested or not shown; & = joins results of further samples.

SMILES	M4 PAM	CHRM5 antagonist	CHRM4 agonist	M1 PAM	CHRM4 antagonist	M1 antag	M5 ag	CHRM5 PAM	CRFBP-R2 agonist
CCCCn1c(N)c(N(CC)C(=O)COc2ccc(C#N)cc2)c(=O)[nH]c1=O	0	-3	1	-4	-9	6	3	5	3.3
CCOC(=O)C(O)(NC(=O)c1cccnc1)C(F)(F)F (stereo not drawn)	7	-7	0	4	2	-19	1	2	-0.1
CCOC(=O)C1CCCN(CCC(=O)Nc2ccc(C)c(C)c2)C1 (stereo not drawn)	0	-13	1	-7	-6	1	-4	2	0.0
CN1C[C@@H]2[C@@H]3C(=O)N(C)C(=O)[C@@H]3[C@](C)(C1=O)N2C(=O)c1ccc(F)cc1	8	5	1	3	-7	0	3	7	-1.2
Cc1ccc(N2C(=O)C3C(C2=O)N2CCCN2C3c2ccccc2)cc1C (stereo not drawn)	4	-4	0	6	1	-9	-4	-2	-1.8
CC(C)CCc1noc(CN(CC2CCC2)CC2CCCO2)n1 (stereo not drawn)	-3	6	0	4	4	-13	0	-2	1.9
CNC(=O)c1ccc(-c2sc3nc(N4CCOCC4)c4c(c3c2N)CCCC4)o1	1	-1	2	4	-1	-7	1	-2	-0.8
C=CC(=O)Nc1cccc(Oc2ccnc(Nc3ccc(N4CCN(C)CC4)cc3)n2)c1	-4	11	3	-10	9	5	-12	-15	-0.4
Cc1ccc(-c2nc(SC(C)C(=O)NC3CC3)n[nH]2)cc1 (stereo not drawn)	3	10	0	9	-4	-11	0	-1	-1.5
Cc1ccc(C(=O)NC=C(Cl)Cl)cc1	3	-2	0	3	1	4	-4	1	-0.5
Cc1ccc(CN(C(=O)c2ccc(Cl)c([N+](=O)[O-])c2)C2CCS(=O)(=O)C2)o1 (stereo not drawn)	-3	14	1	1	6	-2	-5	-9	-0.8
COCCn1c(SCC(=O)N2CCC(C)CC2)nc2ccccc2c1=O	1	3	2	7	-2	2	4	-1	1.2
O=C(NCCc1c[nH]c2ccccc12)/C(=C/c1ccco1)NC(=O)c1ccco1	-5	5	0	-1	10	5	2	7	-1.6
CC(=O)Nc1cccc(-c2cc(-c3c(Cl)cccc3Cl)no2)c1	-28	2	10	1	2	-4	-1	-8	0.4
COc1ccc(NC(=O)C2CCC(=O)N2)cc1 (stereo not drawn)	7	-6	1	13	-5	-10	1	5	4.7
Cc1ccc(NC(=O)N(CCC#N)Cc2ccccc2)cc1	6	-8	1	8	-2	-9	-6	14	-2.6
Cc1ccccc1OCCn1c(C)nc2ccccc21	-12	0	13	-4	19	10	-10	-24	0.3
COc1ccc(C2CN=NC23CCCc2ccccc2C3=O)cc1 (stereo not drawn)	-3	0	3	0	0	1	-14	-9	1.3
Cc1cccc(/C=N/NC(=O)NC23CC4CC(CC(C4)C2)C3)n1	-7	-8	2	7	-4	-10	9	1	0.2
Cc1c(CCOC(=O)CC23CC4CC(CC(C4)C2)C3)sc[n+]1CC(=O)c1ccccc1	-12	-2	0	-10	7	19	-10	3	-1.1
CCn1c(SCC(=O)N2CCC(C)CC2)nc2c(c1=O)SCC2	16	11	-2	15	-15	0	-3	1	0.5
Cc1ccccc1C(=O)NC(=S)Nc1ccc(S(=O)(=O)N2CCOCC2)cc1	11	-8	1	-2	-12	5	-1	8	1.4
O=C1C(Cc2ccccc2)Nc2ncnc(N3CCCCC3)c2N1Cc1ccc(Br)cc1 (stereo not drawn)	-2&-7	-3&-1	-2&-1	-11&-13	0&-17	14&4	-10&-6	-17&-9	-1.5
O=C1CCCN1C(=O)CSc1nnnn1-c1cccc(F)c1	1	11	0	5	2	-13	0	4	-1.1
CCC1=C2CC[C@H]3C(=O)N(c4ccccc4)C(=O)[C@H]3[C@H]2[C@@]2(C)C(=NCC3CC3)OC(=O)N2C1=O	7	-3	1	2	1	-8	4	8	-0.6
Nc1ccccc1C(=O)Nc1nccs1	-2	-7	1	8	-12	-10	0	-2	-1.0
CN(C)c1ccc(C(=S)N2CCN(c3ccc([N+](=O)[O-])cc3)CC2)cc1	-2	4	0	1	-8	-4	3	3	-2.8
CC(C)(C)OC(=O)NCCc1n[nH]c(=S)o1	-4	-4	0	12	0	-15	6	9	-0.4
CCCCOC(=O)c1ccc(NC(=O)C(=O)NCc2ccncc2)cc1	-8	11	16	6	7	3	4	-19	0.1
Cc1ccccc1C1CC(=O)Oc2cc(O)ccc21 (stereo not drawn)	-2	1	1	13	-3	-16	1	-3	22
CCOC(=O)c1cccc(NC(=O)COc2ccc([N+](=O)[O-])cc2)c1	10	-1	7	4	-2	-9	2	-9	0.6
Cc1cc(C)cc(C(=O)NCC(=O)OCC(=O)N2CCCC2)c1	1	16	1	-6	-2	13	2	-5	3.5
CCOC(=O)c1ccc(-n2c(C)nc3c(cnn3-c3ccccc3Cl)c2=O)cc1	-3	5	3	5	5	-7	-1	-14	0.2
CCc1ccc2c(CN3CCc4ccccc43)cc(=O)oc2c1	5	-6	1	5	-5	-6	-9	-7	1.6
Cc1ccc(C(=O)OCC(=O)NCc2cccs2)c(C)c1	4	-1	0	8	-5	-13	-4	-4	0.6
COc1ccc2nc(C)[nH]c(=O)c2c1	1	-4	1	7	4	-10	-2	-1	1.1
O=C(/C=C/c1ccccc1[N+](=O)[O-])OCC(=O)N1CCCC1	11	-4	1	7	-3	-13	1	5	-0.6
O=C(Nc1ccc2c(c1)CN(Cc1ccc(CO)o1)CC2)c1ccc(C(F)(F)F)cc1	6	2	4	-3	4	10	0	-4	0.1
O=c1c2ccccc2sn1-c1ccc(S(=O)(=O)N2CCCC2)cc1	-8	6	2	-8	17	13	3	-5	3.9
CCN1CCN(c2nc3c(c(=O)[nH]c(=O)n3C)n2CCCSc2ncccn2)CC1	-4	-7	0	7	-3	-10	2	3	-0.9
COc1ccccc1OCCNc1cc(N2CCOCC2)ccc1[N+](=O)[O-]	0	6	9	-8	5	0	2	-7	-3.2
C=CCn1c(NCc2ccc(OC)cc2O)nc2ccccc21	-1	0	6	2	2	-11	-1	-3	-1.2
CCOc1cccc2sc(=NC(=O)c3ccc(S(=O)(=O)N4CCOCC4)cc3)n(C)c12	-5	-10	1	0	6	5	0	-2	2.0
CSCC[C@H](NC(=O)[C@@H]1Cc2ccccc2CN1)C(=O)NC1CCCC1	-1	-2	1	4	-2	-3	0	0	-0.2
CC(C(=O)NC1CCCC1)n1c(C2CCCC2)nc2ccccc21 (stereo not drawn)	-5	-4	1	nt	-1	nt	0	4	nt
Cc1cc2oc(=O)cc(CN3CCN(S(=O)(=O)c4ccc5c(c4)OCCO5)CC3)c2cc1C	6	0	1	12	4	-22	1	3	0.6
Cc1cccc2c1nc(-c1ccccc1)n1cnnc21	8	-7	0	9	10	-4	1	1	0.7
CCOC(=O)/C(O)=C/c1ncc(C(F)(F)F)cc1Cl	16	-7	1	-1	4	-11	2	6	1.2
COc1ccc(NC(C)=O)cc1NC(=O)CN1CCN(C(=O)c2ccco2)CC1	-5	3	-1	-3	7	6	-1	-9	-0.1
CCCNC(=O)COc1nc2ccccc2nc1N1CCOCC1	-5	5	1	6	2	-4	-1	-6	-0.3
CCOC(=O)COc1ccc(/C=C2/SC(=Nc3ccccc3)N(Cc3cccnc3)C2=O)cc1OC	19	4	-1	3	-1	0	-2	-6	-3.1
O=C(COC(=O)c1ccccc1Nc1ccccc1)NCc1ccco1	7	2	-1	5	8	-7	-14	-2	-1.3
O=C(CN1CCCC1)N1CCCC(c2ccc(F)cc2)c2ccc(F)cc21 (stereo not drawn)	-3	-6	0	-1	5	-5	-6	0	-1.2
CCN(CC)S(=O)(=O)c1cccc(NC(=O)CN(C)C2CCCCC2)c1	-6	6	3	-9	5	20	0	0	-2.9
Cn1c(/C=N/NC(=O)c2ccccc2Br)nc2ccccc21	-9	19	10	-9	-4	10	1	-12	-1.7
Cc1ccc(Oc2ccc3c(c2)C(=O)N(c2ccc(S(=O)(=O)Nc4nccs4)cc2)C3=O)cc1	-6	-2	0	-3	5	6	-2	-6	-0.5
COc1cccc2cc(-c3csc(CCn4nc(C)cc4C)n3)c(=O)oc12	-9	5	13	-5	3	6	-1	-8	-1.9

Already shown: an excerpt of the list.
SMILES	M4 PAM	CHRM5 antagonist	CHRM4 agonist	M1 PAM	CHRM4 antagonist	M1 antag	M5 ag	CHRM5 PAM	CRFBP-R2 agonist
CCCCn1c(N)c(N(CC)C(=O)COc2ccc(C#N)cc2)c(=O)[nH]c1=O	0	-3	1	-4	-9	6	3	5	3.3
CCOC(=O)C(O)(NC(=O)c1cccnc1)C(F)(F)F (stereo not drawn)	7	-7	0	4	2	-19	1	2	-0.1
CCOC(=O)C1CCCN(CCC(=O)Nc2ccc(C)c(C)c2)C1 (stereo not drawn)	0	-13	1	-7	-6	1	-4	2	0.0
CN1C[C@@H]2[C@@H]3C(=O)N(C)C(=O)[C@@H]3[C@](C)(C1=O)N2C(=O)c1ccc(F)cc1	8	5	1	3	-7	0	3	7	-1.2
Cc1ccc(N2C(=O)C3C(C2=O)N2CCCN2C3c2ccccc2)cc1C (stereo not drawn)	4	-4	0	6	1	-9	-4	-2	-1.8
CC(C)CCc1noc(CN(CC2CCC2)CC2CCCO2)n1 (stereo not drawn)	-3	6	0	4	4	-13	0	-2	1.9
CNC(=O)c1ccc(-c2sc3nc(N4CCOCC4)c4c(c3c2N)CCCC4)o1	1	-1	2	4	-1	-7	1	-2	-0.8
C=CC(=O)Nc1cccc(Oc2ccnc(Nc3ccc(N4CCN(C)CC4)cc3)n2)c1	-4	11	3	-10	9	5	-12	-15	-0.4
Cc1ccc(-c2nc(SC(C)C(=O)NC3CC3)n[nH]2)cc1 (stereo not drawn)	3	10	0	9	-4	-11	0	-1	-1.5
